M5 PAM: positive allosteric modulators of human muscarinic M5 receptor. P08912. CHO-K1 hM5, Fluo-8 calcium, ACh EC20 PAM; 0% = ACh EC20, 100% = ACh EC100. activation, % at 3 µM. 360,000 tested, 0.3% active;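 active = activation above the run cutoff, the mean activation of all test compounds plus 3 SD, cut at about 18% in these data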
Target sequence (P08912 whole entry, looked up): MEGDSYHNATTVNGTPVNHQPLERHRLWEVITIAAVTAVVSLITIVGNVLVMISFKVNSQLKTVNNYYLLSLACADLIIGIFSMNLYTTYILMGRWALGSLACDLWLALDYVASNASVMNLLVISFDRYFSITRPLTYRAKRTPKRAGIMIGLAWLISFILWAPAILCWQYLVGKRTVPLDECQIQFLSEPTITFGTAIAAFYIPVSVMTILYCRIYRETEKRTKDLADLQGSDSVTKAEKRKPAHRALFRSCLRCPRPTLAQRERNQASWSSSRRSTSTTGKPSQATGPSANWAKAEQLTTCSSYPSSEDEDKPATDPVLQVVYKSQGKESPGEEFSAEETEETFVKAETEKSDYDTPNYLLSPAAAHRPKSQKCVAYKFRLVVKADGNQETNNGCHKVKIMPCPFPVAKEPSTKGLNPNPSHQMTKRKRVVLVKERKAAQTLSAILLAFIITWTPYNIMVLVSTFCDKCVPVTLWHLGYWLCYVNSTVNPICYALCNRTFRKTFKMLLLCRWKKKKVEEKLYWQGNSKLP
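System – CHO-K1 hM5 cells · Compound – 3 µM, single dose · Incubation – compound preincubation 140 s before EC20 acetylcholine addition · Technique – Fluo-8 calcium fluorescence · Measure – Max/basal fluorescence ratio as % of EC20–EC100 ACh window · Benchmarks – low control EC20 acetylcholine (0%), high control EC100 acetylcholine (100%) · Replication – singlicate, one well per test compound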
M5 antag: CHRM5 antagonism in calcium assay; CHO-hM5 cells, Fluo-8 calcium fluorescence, ACh EC80; inhibition, % at 3 µM; 360,000 tested, 0.59% active;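 active = inhibition above a per-plate cutoff, the mean of that plate's test compounds plus 3 SD, cut at about 27% in these data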;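 also: 0% = acetylcholine EC80 with DMSO and 100% = DMSO without agonist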
M4 PAM: potentiates acetylcholine response at human M4 receptor | P08173 | CHO-K1 hM4/Gqi5, Fluo-8 calcium fluorescence, ACh EC20; 0% = ACh EC20, 100% = maximal ACh | activation, % at 3 µM | 360,000 tested, 0.4% active;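 active = activation above its plate's cutoff, the mean activation of sample wells plus 3 SD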; also: some results filed as inactive read as strong as hits
Target sequence (P08173 whole entry, looked up): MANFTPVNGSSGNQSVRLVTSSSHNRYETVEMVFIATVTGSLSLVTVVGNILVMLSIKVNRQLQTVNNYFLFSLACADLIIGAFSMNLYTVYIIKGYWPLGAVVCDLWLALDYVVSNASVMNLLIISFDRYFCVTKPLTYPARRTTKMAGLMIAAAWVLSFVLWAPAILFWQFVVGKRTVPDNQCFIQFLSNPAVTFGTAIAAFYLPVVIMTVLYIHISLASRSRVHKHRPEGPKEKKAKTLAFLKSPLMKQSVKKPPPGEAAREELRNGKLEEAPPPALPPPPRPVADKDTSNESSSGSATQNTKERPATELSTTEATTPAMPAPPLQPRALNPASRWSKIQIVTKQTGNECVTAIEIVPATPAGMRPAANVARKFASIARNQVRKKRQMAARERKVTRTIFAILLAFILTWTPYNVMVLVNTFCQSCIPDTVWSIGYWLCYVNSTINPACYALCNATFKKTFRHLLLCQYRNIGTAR
CRFR2-BP ag: agonists of human CRF-binding protein/CRF-R2 receptor complex; HEK293 CRF-R2/CRF-BP, calcium dye fluorescence (FLIPR); percent of saturating CRF peptide response; activation, % at 13.2 µM; 350,000 tested, 0.46% active; AID 588473;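 active = activation of at least 50%, plus an integration ratio under a set limit after plate pattern correction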;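 also: plate controls were neutral control wells without compound for no effect and CRF at EC100 for full effect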
CRFR2-BP antag: antagonists of CRF-binding protein/CRF-R2 receptor complex; inhibition, % at 11.8 µM; 350,000 tested, 0.59% active; HEK293 CRF-R2/CRF-BP, CRF-induced calcium fluorescence;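 active = inhibition of the ligand-induced calcium signal above about 50% at the single tested concentration, limit read from the data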
TAAR1 agonist: agonists of human TAAR1 | Q96RJ0 | CHO RD-HGA16 TAAR1, Fluo-8 calcium fluorescence; vehicle wells 0%, saturating PEA agonist 100% | activation, % at 3 µM | 360,000 tested, 0.99% active;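 active = activation above the mean activation of all test compounds in the run plus 3 SD, cut at about 38% in these data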
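Benchmarks: low control DMSO, high control PEA (EC100); System: CHO RD-HGA16 cells carrying human TAAR1 plus Gα16; Detection: Fluo-8 fluorescence, 5 s baseline then 140 s kinetic read; Schedule: 17-24 h plating, Fluo-8 75 min 37 °C, 30 min RT; Read-out basis: % activation from peak over basal fluorescence ratio, DMSO-to-PEA scaled.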
CHRM5 agonist: CHRM5 agonism in calcium assay | CHO-K1 hM5 cells, Fluo-8 calcium fluorescence; 0% DMSO wells, 100% maximal acetylcholine response | activation, % at 3 µM | 360,000 tested, 0.19% active | AID 624037;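 active = activation above the run's mean over test compounds plus 3 SD, cut at about 23% in these data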;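 also: signal is peak over basal fluorescence ratio across the kinetic read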
TAAR1 antag: human TAAR1 antagonism. Q96RJ0. CHO RD-HGA16 TAAR1, Fluo-8 calcium fluorescence, antagonist. inhibition, % at 3 µM. 360,000 tested, 1.5% active. AID 624466;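 active = inhibition above a per-plate cutoff, the mean inhibition of test compounds on that plate plus 3 SD, cut at about 49% in these data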;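 also: 0% = DMSO plus EC80 beta-PEA response and 100% = DMSO alone without agonist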
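Test system: RD-HGA16 CHO cells with stable hTAAR1 and Gα16 / Probe or stimulus: EC80 β-phenethylamine stimulus / Times: seeding 17-24 h prior, 75-min 37 °C, 30-min RT dye loading / Detection: Fluo-8 calcium-sensitive fluorescence / Read-out basis: % inhibition scaled between DMSO and EC80 PEA controls / Repeats: singlicate, one well per test compound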
CHO-K1 Ca PAM: nonselective activator or artifact in parental CHO-K1 calcium assay; ATP EC20, Fluo-8 calcium fluorescence; 0% at ATP EC20, 100% at ATP max; 360,000 tested, 0.02% active; activation, % at 3 µM;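 active = activation above the run cutoff, the mean activation of all test compounds plus 3 SD, cut at about 40% in these data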;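 also: peak over basal fluorescence ratio in a 140 s read after ATP addition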
* hit, by the source's call; nt = not tested or not shown.

SMILES	M5 PAM	M5 antag	M4 PAM	CRFR2-BP ag	CRFR2-BP antag	TAAR1 agonist	CHRM5 agonist	TAAR1 antag	CHO-K1 Ca PAM
O=C(Nc1ccccc1Cl)NN1CCCCCC1	3	2	3	0.1	-30	9	1	-41	25
COc1cc(C(=O)NC2CCCc3ccccc32)cc(OC)c1OC (stereo unspecified)	1	11	1	1.6	-3	1	-5	-7	-1
CCC(C)NS(=O)(=O)c1ccc(S(=O)(=O)N(CC(=O)Nc2ccccc2)CC2CCCO2)cc1 (stereo unspecified)	-1	0	0	3.0	-34	8	0	6	17
C=Cn1cc[n+](CC(=O)c2ccc(Br)cc2)c1	6	-1	4	-1.2	10	0	-8	3	0
COc1cccc(-c2nn(-c3ccc(C)cc3)cc2C(=O)N(C)CC(=O)Nc2cccc(F)c2)c1	-16	8	-6	8.1	-10	4	-2	61*	19
CN(Cc1ccccc1)S(=O)(=O)c1ccc(NS(C)(=O)=O)cc1	-8	7	-11	-1.8	15	2	0	3	6
O=C1CCC(/C=C/c2ccccc2)=NN1Cc1ccccc1Cl	1	5	15	2.9	2	11	-4	20	20
COC(=O)c1c(SCc2ccc(C#N)cc2)nc(=O)[nH]c1C	-5	-6	3	1.4	38	2	0	7	-5
CCCCC(=O)Nc1ccc2c(c1)nc(CN1CCN(C(=O)OCC)CC1)n2C	-5	20	-6	-1.0	0	3	-2	-19	-10
Cc1cc(=O)oc2cc(OCC3CC(c4ccc(Br)cc4)=NO3)ccc12 (stereo unspecified)	0	0	0	-0.2	-4	4	0	-2	10
COc1cc2nc(N(CCN(C)C)C(=O)c3ccc4ccccc4c3)sc2cc1OC	13	-16	9	1.9	-10	nt	-5	nt	17
Cc1cc(Br)ccc1OCCn1ccnc1	-5	-1	-4	0.6	18	1	-6	-6	12
Cc1cc(C)cc(N(C(=O)c2cc3ccccc3oc2=O)C2C=CS(=O)(=O)C2)c1 (stereo unspecified)	5	-4	18	3.3	-28	0	2	2	-3
CCOc1ccccc1NC(=O)CCC(=O)Nc1ccccc1OCC	1	-1	-1	-0.5	8	4	-2	-9	16
Cc1ccccc1NC(=O)CN1C(=O)S/C(=C\c2cccn2-c2cccc(C(=O)O)c2)C1=O	-1	8	2	0.0	11	0	1	10	18
CC(C)(CC(=O)c1ccccc1)CC(=O)c1ccccc1	-16	7	-5	-1.3	29	19	-13	-2	13
COc1cccc(C(=O)NCCSCc2c(F)cccc2Cl)c1	10	-3	-2	-2.5	13	4	-13	5	2
O=C(CSc1nnc(CNc2ccc(F)cc2)o1)c1ccccc1	6	-2	23*	-0.3	21	2	-2	-8	26
O=C(c1ccc(Cl)c(S(=O)(=O)NCc2ccco2)c1)N1CCN(c2ccc(F)cc2)CC1	-16	-2	-10	-0.1	-4	17	-4	23	16
COc1cccc(/C=C/C(=O)OCC(=O)Nc2cccc(S(=O)(=O)N3CCOCC3)c2)c1OC	1	7	-12	0.2	-6	4	1	3	0
O=C(O)c1cccc(S(=O)(=O)N2CCN(c3ccccn3)CC2)c1	-2	8	-2	0.9	-10	0	0	7	-11
CC(C)(C)C(=O)Nc1cc2nn(-c3ccccc3)nc2cc1Cl	-5	2	1	3.7	-17	5	-5	-6	1
COc1ccc(CCNC(=O)c2ccc3nc(-c4ccco4)c(-c4ccco4)nc3c2)cc1OC	-8	5	-17	-0.3	-3	nt	3	nt	7
Cc1ccccc1CN1CCN(CC2CC2)CC1CCO (stereo unspecified)	-5	-15	1	1.5	-5	0	-16	-9	6
O=C(O)/C=C/C(=O)NNC(=O)c1ccccc1Br	-3	3	4	-2.4	18	9	-1	-2	-8
CCc1nnc(N2C(=O)c3cccc4cccc(c34)C2=O)s1	2	-4	14	0.7	-11	4	-5	3	11
COc1cc(Cl)c(C)cc1NC(=O)CN1CCN(C(=O)c2cccs2)CC1	-5	3	-2	-1.2	6	3	1	-15	6
CCC(C)NC(=O)c1ccccc1NC(=O)C1COc2ccccc2O1 (stereo unspecified)	-11	7	-2	0.2	-15	7	-3	10	28
O=C(O)[C@H]1CCCC[C@H]1C(=O)Nc1cc([N+](=O)[O-])ccc1F	-3	10	-1	-2.1	10	0	0	-11	9
CCN(CCC(=O)Nc1cc(OC)cc(OC)c1)Cc1ccccc1	-1	3	-5	-1.1	-14	9	-3	-1	-4
COc1ccc(O)c(/C=N/NS(=O)(=O)c2ccc(C)cc2)c1	-3	4	-5	0.0	3	0	0	-1	8
Cc1ccc(P(=O)(c2ccc(C)cc2)[C@@H](NC(c2ccccc2)c2ccccc2)c2ccccc2)cc1	-2	1	-5	nt	nt	0	3	5	17
CCC(C(=O)NC1CCCCC1)n1c(SCc2cccc(C)c2)nc2ccncc21 (stereo unspecified)	-8	2	-14	0.5	12	0	-5	-15	7
Cc1ccc(N2C(=O)CSC23C(=O)Nc2ccccc23)cc1 (stereo unspecified)	-9	0	-10	-1.9	20	0	-6	11	11
Cc1cccc(NC(=S)NC(=O)CCc2ccccc2)c1	-2	-4	-2	0.7	-4	4	-6	-4	4
COc1ccc(NC(=O)Cn2c(=O)n(CC3CCCO3)c(=O)c3cc(OC)c(OC)cc32)c(OC)c1 (stereo unspecified)	3	-2	6	-1.7	5	0	1	-2	11
O=C(Cn1cc(C(=O)C(F)(F)F)c2ccccc21)Nc1ccccc1F	-5	1	-7	0.5	-9	11	0	10	5
CC(C)CNS(=O)(=O)c1ccc(CCC(=O)N2CCCC2)cc1	5	6	0	-0.6	24	13	4	-2	3
Cc1cc2occ(CC(=O)NC3CCCc4ccccc43)c2cc1C (stereo unspecified)	-1	-8	2	-1.1	0	2	-4	3	20
O=C(NCc1ccccc1Cl)c1ccc2c(=O)n(CC3CCCO3)c(=S)[nH]c2c1 (stereo unspecified)	-6	13	0	-0.6	-13	-2	-1	9	3
Cc1cccc(CCNc2nc3ccccc3n3nnnc23)c1	6	-1	-2	2.0	1	7	-2	-4	15
COc1ccc(C(O)c2nccn2C)cc1 (stereo unspecified)	9	0	14	0.0	-13	-1	-1	-7	-4
Nc1cccnc1Oc1ccc(F)cc1	-17	19	-24	-1.4	8	1	0	-20	8
CC1(C)CC(=O)CC2(C1)NCC(c1ccccc1)c1c2[nH]c2ccccc12 (stereo unspecified)	-9	12	-20	-3.2	-10	12	2	11	19
O=c1c(Cc2ccc(F)cc2)c(O)ccn1Cc1ccc(Cl)cc1Cl	0	9	9	-0.9	17	9	-2	3	2

5 entries from above, in markdown.
| smiles | M5 PAM | M5 antag | M4 PAM | CRFR2-BP ag | CRFR2-BP antag | TAAR1 agonist | CHRM5 agonist | TAAR1 antag | CHO-K1 Ca PAM |
| --- | --- | --- | --- | --- | --- | --- | --- | --- | --- |
| O=C(NCc1ccccc1Cl)c1ccc2c(=O)n(CC3CCCO3)c(=S)[nH]c2c1 (stereo unspecified) | -6 | 13 | 0 | -0.6 | -13 | -2 | -1 | 9 | 3 |
| C=Cn1cc[n+](CC(=O)c2ccc(Br)cc2)c1 | 6 | -1 | 4 | -1.2 | 10 | 0 | -8 | 3 | 0 |
| O=C(O)[C@H]1CCCC[C@H]1C(=O)Nc1cc([N+](=O)[O-])ccc1F | -3 | 10 | -1 | -2.1 | 10 | 0 | 0 | -11 | 9 |
| Cc1cc(=O)oc2cc(OCC3CC(c4ccc(Br)cc4)=NO3)ccc12 (stereo unspecified) | 0 | 0 | 0 | -0.2 | -4 | 4 | 0 | -2 | 10 |
| CC1(C)CC(=O)CC2(C1)NCC(c1ccccc1)c1c2[nH]c2ccccc12 (stereo unspecified) | -9 | 12 | -20 | -3.2 | -10 | 12 | 2 | 11 | 19 |

Carrying on:
SMILES	M5 PAM	M5 antag	M4 PAM	CRFR2-BP ag	CRFR2-BP antag	TAAR1 agonist	CHRM5 agonist	TAAR1 antag	CHO-K1 Ca PAM
COc1ccc(/C=C2\C(=O)N(Cc3ccc(F)cc3)CC(=O)N2Cc2ccccc2)cc1	-6	9	-3	-2.1	-3	5	-2	22	0
CC(=O)Nc1ccc(Sc2ccccc2C(=O)N2CCCC2)cn1	-2	-10	-5	5.6	12	3	-3	-2	24
C(=Cc1cnnc2ccccc12)c1ccccc1	1	2	1	-6.0	-23	-1	2	7	5
O=C1C=Cc2ccccc2/C1=C/c1[nH]c(=O)[nH]c1O	7	-1	-2	3.9	6	1	-2	-15	-1
S=c1[nH]nc(-c2cc(-c3ccco3)[nH]n2)n1-c1ccccc1Cl	-3	0	-1	1.6	8	6	2	5	15
Cc1cc(C)c2oc(-c3cccc(NC(=O)c4ccc(F)cc4)c3)nc2c1	1	9	12	2.4	-38	-2	-1	6	17
CCOC(=O)C1CCN(C(=O)c2cc3cc4ccc(C)cc4nc3o2)CC1	-9	8	-7	-2.8	12	0	-4	10	-6
NC(=O)C1CCN(C2CC(=O)N(Cc3cccs3)C2=O)CC1 (stereo unspecified)	10	-10	10	1.6	-2	1	-3	3	-4
CC(C)NC(=O)Nc1ccc2c(c1)C(=O)N([C@H](C)CO)C[C@H](C)[C@@H](CN(C)C(=O)NC(C)C)O2	2	4	2	-0.1	8	9	3	-5	4
C/C(=N\NC(=O)c1ccc([N+](=O)[O-])cc1)c1cc2ccccc2oc1=O	0	-1	-1	-0.9	-11	1	-2	-3	15
COc1ccc(CCN(C)C(=O)c2ccc(S(=O)(=O)NCc3ccco3)cc2)cc1OC	1	-4	10	0.7	-5	0	2	-4	20
O=C(CSc1nnnn1-c1ccc(F)cc1)Nc1ccc(N2CCOCC2)c(Cl)c1	-6	-11	-6	1.2	-27	7	4	6	14
Cc1nn(CC(O)COc2ccc3c(c2)CCC3)c(C)c1C (stereo unspecified)	0	-2	-4	5.7	24	10	-2	-11	15
CCOc1cccc(-c2nnc(SCC(=O)Nc3cc(OC)cc(OC)c3)n2N)c1	4	3	5	-1.4	-3	3	-4	10	20
CCn1nc(C)c(NC(=O)/C=C/c2ccc(OC)c(COc3ccc(Cl)cc3Br)c2)c1C	7	-10	2	1.2	4	2	1	-6	14
CC(C)(C)[C@H]1C=C(C(=O)N2CCN(Cc3ccccc3)CC2)O[C@@H](OCCCCO)C1	2	9	-2	-1.9	-2	10	1	-3	16
COc1ncnc2c1ncn2CCCN1CCN(C(=O)C2CC2)CC1	-1	6	-2	-0.4	6	0	1	-7	0
Cc1ccc(-c2cc(C(=O)Nc3c(C#N)cnn3C)no2)cc1	-6	13	-9	-1.0	15	3	-3	5	13
CN(Cc1ccccc1)Cc1nc2c([nH]1)c(=O)[nH]c(=O)n2C	4	-6	4	-3.4	6	9	1	-6	10
Cc1c(N=C2NC(=O)C(CC(=O)Nc3ccc(Cl)cc3)S2)c(=O)n(-c2ccccc2)n1C (stereo unspecified)	1	7	4	-0.2	0	21	-2	-9	18
C=CCOc1ccc(C2/C(=C(\O)c3ccc4c(c3)CC(C)O4)C(=O)C(=O)N2CCN2CCOCC2)cc1OCC (stereo unspecified)	4	-11	-1	3.1	-17	-1	0	0	16
